HCV inh: qHTS Assay for Inhibitors of Hepatitis C Virus (HCV); Huh7.5.1 HCVcc-Cre infection, luciferase reporter, 44 h; Potency, µM (series often up to 41.8 µM), for inactives: at the top dose activity change, negative = inhibition, usual class: inhibitors; actives 3.4% (n = 340,000); further: potency means the concentration at half of the fitted maximal effect
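Compounds are dispensed onto cells plated 4 h earlier at 1,000 per well, with HCVcc-Cre virus (about 0.5 moi) added next. Following 44 h of culture, luminescent signal is measured for 15 sec after 15 min with substrate at room temperature.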
HCMV antiviral: qHTS Assay for inhibitors of the human cytomegalovirus (HCMV). AID 1259415, 2018. actives 4.5% (n = 410,000). HFF cells, HCMV-luciferase reporter, 72 h; stronger effect = lower value. activity change, negative = inhibition, % at 57.5 µM; in the data active means activity change below about -60%; inconclusive means no clear call, values can overlap the other calls; inactive means above about -39%
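Two compound doses tested in HFFs infected with HCMV-luciferase, MOI 1 PFU/cell, 72 h at 37C. Lysate luminescence read with OneGlo; data normalized against buffer-only and 10uM Salinomycin inhibitor controls.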
FBPA Giardia inh: qHTS Assay for Inhibitors of Fructose-1,6-bisphosphate Aldolase from Giardia Lamblia; actives 0.71% (n = 290,000); Potency, µM (highest dose often 59.6 µM), for the others: at the highest dose activity, negative = inhibition, hits mostly inhibitors; AID 2451, 2010; purified Giardia FBPA; A8B2U2; further: potency means the concentration at half of the fitted maximal effect; nearly all actives have a fitted effect of over 55% in size
Target sequence (A8B2U2 whole entry, looked up): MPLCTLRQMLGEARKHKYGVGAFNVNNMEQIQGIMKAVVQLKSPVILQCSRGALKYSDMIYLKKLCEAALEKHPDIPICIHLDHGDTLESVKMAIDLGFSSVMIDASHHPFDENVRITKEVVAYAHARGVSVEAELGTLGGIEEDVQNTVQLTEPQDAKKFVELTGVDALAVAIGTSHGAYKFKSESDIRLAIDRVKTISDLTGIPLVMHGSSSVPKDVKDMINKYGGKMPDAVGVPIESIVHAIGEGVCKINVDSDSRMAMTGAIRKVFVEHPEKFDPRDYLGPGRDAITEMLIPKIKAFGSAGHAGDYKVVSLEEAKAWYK
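Giardia FBPA (40 nM reagent) was preincubated 10 min at RT with compound (up to 57.5 uM final), then substrate plus GAPDH/TPI/NAD/arsenate coupling system with diaphorase/resazurin was added; resorufin fluorescence (525/598 nm) was read after 20 min.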
AmpC inh no detg: qHTS Inhibitors of AmpC Beta-Lactamase (assay without detergent); AmpC nitrocefin hydrolysis, absorbance 480 nm, 0.0001% Triton; AID 485341, 2010; actives 0.52% (n = 330,000); P00811; Potency, µM (top dose mostly 57.1 µM), without a hit: at the highest dose activity change, negative = inhibition, hits mostly inhibitors;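 further: potency means the concentration at half of the fitted maximal effect; plate controls were no compound for no effect and no enzyme for full effect; nearly all actives have a fitted effect of over 20% in size; some results filed as inactive show a strong effect at the top dose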
Target sequence (P00811 whole entry, looked up): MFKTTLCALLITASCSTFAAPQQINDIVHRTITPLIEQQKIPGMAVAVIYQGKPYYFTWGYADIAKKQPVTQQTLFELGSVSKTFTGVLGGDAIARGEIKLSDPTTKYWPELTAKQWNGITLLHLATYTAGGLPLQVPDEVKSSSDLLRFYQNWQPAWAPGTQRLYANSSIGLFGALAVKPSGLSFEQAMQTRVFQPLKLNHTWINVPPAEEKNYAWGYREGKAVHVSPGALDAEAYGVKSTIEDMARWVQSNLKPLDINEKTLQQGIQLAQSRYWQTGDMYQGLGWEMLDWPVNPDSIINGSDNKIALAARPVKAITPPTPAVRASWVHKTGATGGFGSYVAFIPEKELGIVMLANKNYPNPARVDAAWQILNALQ
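AmpC (5.3 nM in the dispensed reagent) in 20 mM phosphate pH 7.0 with 0.01% (detergent screen) or 0.0001% Triton X-100 was preincubated with compounds for 15 min at room temperature. Nitrocefin was then added from an 800 uM solution, and hydrolysis was followed at 480 nm.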
AmpC inh detg: qHTS Inhibitors of AmpC Beta-Lactamase (assay with detergent) | Potency, µM (doses to about 114 µM), without a hit: top-dose activity change, negative = inhibition, actives largely listed as inhibitors | actives 0.041% (n = 370,000) | AmpC hydrolysis of nitrocefin, absorbance 480 nm, 0.01% Triton | AID 485294, 2010;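 further: potency means the concentration at half of the fitted maximal effect; 0% = no-compound wells and -100% = no-enzyme wells; nearly all actives have a fitted effect of over 25% in size; some results filed as inactive show a strong effect at the top dose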
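20 mM phosphate pH 7.0 + 0.01% (detergent screen) or 0.0001% Triton X-100; 5.3 nM AmpC reagent; cpd preinc 15 min RT; nitrocefin (800 uM stock) to start; A480 q20 s × 4 min; Activity was normalised to no-enzyme and no-compound control wells.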
Sm TGR inh: qHTS Assay for the Inhibitors of Schistosoma Mansoni Peroxiredoxins; purified TGR, DTNB reduction, TNB absorbance 405 nm; Schistosoma mansoni thioredoxin glutathione reductase (TGR), Q962Y6; AID 485364, 2010; Potency, µM (series often up to 114 µM), inactives show at the highest dose activity change, negative = inhibition, usual class: inhibitors; actives 3% (n = 360,000); further: potency means the concentration at half of the fitted maximal effect; nearly all actives have a fitted effect of over 60% in size
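First, TGR (20 nM dispensed) and NADPH were mixed with compound. Second, a 15 min room-temperature incubation followed. Third, further NADPH and then DTNB were added to start the reaction. Finally, TNB absorbance was monitored kinetically.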
* marks the source's active call; other numbers are inactive results; ? = inconclusive; . = no result given; + = active, no number; & = joins results of further samples; [ ] = another dose, or the depositor's remark. Unless noted, the call rests on the fitted dose curve; in most records, active means well fitted curve in the direction sought with a large enough effect; inconclusive means small, poorly fitted or top-dose-only effect, or another doubt; inactive means no such curve, though single readings can be large; an effect the other way counts as inactive or inconclusive. Unless noted, on the % scale 0 is the no-effect control and ±100 the full control effect. Rows are unselected; any-hit rate near 9.9%.

SMILES	HCV inh	HCMV antiviral	FBPA Giardia inh	AmpC inh no detg	AmpC inh detg	Sm TGR inh
COc1ccc(NC(=O)c2nnn(Cc3ccccc3C)c2N)c(OC)c1	.	-11	.	.	17%	5%
CCOC(=O)C1=C(C)Nc2ccccc2N=C1NC(=O)Cc1ccc(Cl)c(Cl)c1	17%	59	3%	-6%[2.29 µM]	-1%	-1%
O=C(CCn1c(=S)[nH]c2ccccc2c1=O)Nc1ccc(F)cc1	-8%	-35	.	-21%	1%	-1%
CCN(c1ccccc1)S(=O)(=O)c1cccc(C(=O)OCc2nc3sc(C)c(C)c3c(=O)[nH]2)c1	-22%	15	-2%	?	-11%	-1%
Cc1ccc2nsnc2c1NC(=O)c1ccc([N+](=O)[O-])o1	?	.	-5%	-20%	-1%	-27%
CCOc1ccc(C2=CC(=O)C[C@H](c3ccc(OC)cc3)C2)cc1	-11%	30	.	-5%	-7%	-2%
CCCCn1c(SCC(=O)N(C)C2CCS(=O)(=O)C2)nc2cc(S(N)(=O)=O)ccc21 (configuration not stated)	8%	-61*	-2%	-7%	1%	5%
CC(C)OCCCNC(=O)CN1C(=O)COc2ccc(S(=O)(=O)N3CCCCCC3)cc21	2%	?	3%	23%	-8%&-2%	-2%&2%
CC1CC1C(=O)OCC(=O)Nc1cccc([N+](=O)[O-])c1 (configuration not stated)	0%	-23	-7%	-44%	-4%	-8%
CCN1CCN(C(=O)Cc2coc3ccc4ccccc4c23)CC1	-15%	16	-6%	4%	1%	-13%

Filtered by structure, the entries above containing a furan ring, fused or not.
SMILES	HCV inh	HCMV antiviral	FBPA Giardia inh	AmpC inh no detg	AmpC inh detg	Sm TGR inh
Cc1ccc2nsnc2c1NC(=O)c1ccc([N+](=O)[O-])o1	?	.	-5%	-20%	-1%	-27%
CCN1CCN(C(=O)Cc2coc3ccc4ccccc4c23)CC1	-15%	16	-6%	4%	1%	-13%

(further entries)
SMILES	HCV inh	HCMV antiviral	FBPA Giardia inh	AmpC inh no detg	AmpC inh detg	Sm TGR inh
CN(C(=O)COC(=O)c1ccc(S(=O)(=O)N2CCCC2)cc1)c1ccccc1	10%	-31	8%	70%[activator]	0%	-1%
CCCCN(CC)Cc1c(C)[nH]c2ccccc2c1=O	11%	-7	0%	-3%	-6%	0%
CN(C)c1ccc(NC(=O)CN2CCc3ccccc3C2)cc1	0%	7	-13%	-4%	-7%	-7%
CC(C)CN1CCC(C(=O)NCC2CCCO2)CC1 (configuration not stated)	-4%	3	?	-4%	6%	0%
OCCNCC(O)Cn1c2ccccc2c2ccccc21 (configuration not stated)	8%	23	4%	-7%	-1%	-1%
CCOC(=O)C(C)N1C(=O)S/C(=C/c2cc(C)n(-c3ccncc3)c2C)C1=O (configuration not stated)	10µM*	-12	-12%	123%[activator]	2%	18%
CC1Cc2ccccc2N1C(=O)CSc1ncccc1C(=O)O (configuration not stated)	-6%	23	-3%	-18%	-7%	-3%
COc1ccc(OC)c(/C=N/n2c(COc3ccccc3)n[nH]c2=S)c1	0%	-19	14%	-32%	0%	-9%
CNC(=S)NNC(=O)c1sc2cc(C(F)(F)F)cnc2c1-c1ccccn1	0%	?	?	-10%	-12%	2%
CCCNC(=S)N1CCC(C(=O)c2ccc3c(c2)OCCO3)CC1	?	18	-1%	-49%	-2%	-1%

3 records drawn at random from those above:
SMILES	HCV inh	HCMV antiviral	FBPA Giardia inh	AmpC inh no detg	AmpC inh detg	Sm TGR inh
CCCCN(CC)Cc1c(C)[nH]c2ccccc2c1=O	11%	-7	0%	-3%	-6%	0%
COc1ccc(OC)c(/C=N/n2c(COc3ccccc3)n[nH]c2=S)c1	0%	-19	14%	-32%	0%	-9%
CNC(=S)NNC(=O)c1sc2cc(C(F)(F)F)cnc2c1-c1ccccn1	0%	?	?	-10%	-12%	2%

Next results follow:
SMILES	HCV inh	HCMV antiviral	FBPA Giardia inh	AmpC inh no detg	AmpC inh detg	Sm TGR inh
CSc1ccccc1C(=O)Nc1nc2ccccc2[nH]1	-12%	34	-7%	-11%[11.4 µM]	?	-3%
O=C(NCCCN1CCOCC1)c1ccc(CNS(=O)(=O)c2ccc(Br)cc2)cc1	18%	22	5%	6%	1%	?
Cc1ccccc1NS(=O)(=O)c1ccc(C(=O)N(C)CC(=O)Nc2ccccc2Br)cc1	-5%	2	.	0%	.	.
CCOC(=O)c1ccc(NC2=CC(c3ccc(O)c(OCC)c3)N(c3ccc(C(=O)OCC)cc3)C2=O)cc1 (configuration not stated)	.	19	.	.	-3%	1%
CCOC(=O)N1CCN(C(=O)CCN2C(=O)COc3ccc(C)cc32)CC1	10%	8	6%	0%	-1%	-6%
NC(=O)C1CCN(C(=O)c2cc(S(=O)(=O)N3CCOCC3)c(Cl)cc2Cl)CC1	1%	6	2%	-26%	6%	8%
CCN(CC)C(=O)Cn1cc(S(=O)(=O)CC(=O)NCCc2ccc(OC)c(OC)c2)c2ccccc21	-18%	?	3%	38%	-8%	-3%
Cc1ccc(NC(=O)c2cc3c([nH]c2=O)CC(C)(C)CC3=O)c(C)c1	.	30	.	.	13%	4%
COc1cc(CO)ccc1Oc1nc2ccccc2n2cnnc12	6%	0	0%	-23%	3%	-3%
CC(C)Oc1ccc(Cn2c(-c3ccco3)n[nH]c2=S)cc1	4%	19	8%	-22%	4%	-4%
CCC(CC)C(=O)N1c2ccccc2C(C)(c2ccccc2)CC1(C)C (configuration not stated)	.	-15	.	.	17%	13%
COc1ccc(NC(=S)N2CCN(C/C=C/c3ccccc3)CC2)cc1OC	?	?	-1%	104%[activator]	?	-17%
COc1cc(OC)c(OC)cc1/C=C/C(=O)c1ccc(NS(=O)(=O)c2ccc(C)cc2)cc1	?	-78*	-25%	?	-8%	-4%
CCC(CC)c1nc(C#N)c(NCc2ccccc2)o1	-28%	-7	0%	-23%	2%	-5%
O=C(c1ccc(Br)cc1)N1CCC(C(=O)N2CCN(Cc3ccccc3)CC2)CC1	-3%	-38	.	191%[activator]	6%	-25%
CC(NC(=O)COc1ccccc1)C(c1cccs1)N1CCCC1 (configuration not stated)	16%	-31	3%	-1%	-8%	-25%
CCOc1ccccc1NC(=S)Nn1cnnc1	-5%	13	.	-22%	3%	3%
C/C(=N\NC(=O)c1cc2ccccc2cc1O)c1ccc2c(c1)OCO2	-3%	13	-16%	?	-6%	4%
C=CCOC(=O)C1C(=O)CC(C)(O)C(C(=O)OCC=C)C1c1ccc(OCC)cc1 (configuration not stated)	2%	24	3%	45%	4%	-2%
CCN(CC)S(=O)(=O)c1ccc(Cl)c(C(=O)Nc2cccnc2)c1	?	2	-1%	-1%	9%	8%
O=C(O)c1cc([N+](=O)[O-])ccc1NCc1ccccc1Cl	9%	-35	-1%	-12%	-1%	3%
CCC(C)[C@H](NC(=O)OC(C)(C)C)C(=O)NCC1CCC(C(=O)N[C@@H](Cc2ccccc2)C(=O)O)CC1 (some centres not stated)	18%	-9	3%	-17%	3%	-1%
Cc1cc(CNC(=S)Nc2ccc(Br)cc2Cl)nn1C	-21%	-16	3%	-16%	-8%	7.9µM*
Cc1c(C(=O)N2CCc3ccccc3C2)oc2ccc(S(=O)(=O)N3CCCCCC3)cc12	8.9µM*	-32	-3%	-7%	?	-1%
O=C(c1cn(-c2ccc(Cl)c(Cl)c2)nn1)C1CC1	3%	24	2%	-16%	?	5%
N=C1c2ccccc2CN1c1cccc([N+](=O)[O-])c1	7%	-10	1%	-14%	2%	.
Cc1ccc2occ(CC(=O)N(Cc3ccc(Cl)cc3)Cc3ccco3)c2c1	.	41	.	.	4%	-15%
COc1ccccc1N1C(=NC(=O)CCC2CCCC2)SC2CS(=O)(=O)CC21 (configuration not stated)	8%	?	-2%	-13%	-11%	-5%
CCOC(=O)c1c(NC(=O)COC(=O)c2ccccn2)sc2c1CCC2	-10%	-17	-6%	-14%	-21%	-15%
COc1ccc(-n2ncc(C(=O)NCCc3ccsc3)c2C2CCN(C(=O)OC(C)(C)C)CC2)cc1	.	+	.	.	22%	8%
Nc1ccnn1-c1ccccc1	13%	-1	2%	1%	-8%	-5%
NC(=O)C1CNc2ccccc2O1 (configuration not stated)	19%	112	-1%	5%	?	0%
CCN(C(=O)CSc1cc(C)c2ccccc2n1)C1CCS(=O)(=O)C1 (configuration not stated)	0%	61	9%	30%	3%	-2%
COc1cccc(N/N=C(\C#N)S(=O)(=O)C(C)(C)C)c1	9%	-3	-2%	-13%	8%	2%
CC(C)=NOc1nc(N(C)C)nc(N2CCOCC2)n1	1%	-39	5%	-15%	-3%	94%[activator]
Brc1ccc([C@H]2CN3CCSC3=N2)cc1	?	107	-1%	.	.	.
Fc1ccc(CNCCCSc2nnnn2-c2ccccc2)cc1	.	-17	.	.	3%	-1%
O=C1CC(c2ccccc2)CC(O)=C1C=NCCCO (configuration not stated)	17%	18	-1%	0%	?	-10%
O=C(NCCOCCO)C(=O)Nc1c2c(nn1-c1ccc(F)cc1)CSC2	.	-9	.	.	0%	-18%
Clc1ccc(C(OCCN2CCCCC2)c2ccccc2)cc1 (configuration not stated)	?	20	0%	14%	-10%	-1%
O=C(Nc1ccccc1)Oc1cccc(Br)c1	20%	55	-4%	-15%	2%	12%
COc1ccccc1CC(Cc1nc2ccccc2[nH]1)c1nc2ccccc2[nH]1 (configuration not stated)	?	-19	-8%&-9%	-36%	4%	-2%

Single records, from the list above.
Profile of `O=C(Nc1ccccc1)Oc1cccc(Br)c1` : HCV inh = 20%; HCMV antiviral = 55; FBPA Giardia inh = -4%; AmpC inh no detg = -15%; AmpC inh detg = 2%; Sm TGR inh = 12%
Profile of `N=C1c2ccccc2CN1c1cccc([N+](=O)[O-])c1` : HCV inh = 7%; HCMV antiviral = -10; FBPA Giardia inh = 1%; AmpC inh no detg = -14%; AmpC inh detg = 2%; Sm TGR inh = .
